Assay outcomes as filed in PubChem.
Pol eta inh: DNA polymerase eta (human) inhibition. 1.2% of 390,000 active. Potency, µM (series often up to 114 µM), inactives show at the highest dose activity change, negative = inhibition, most hits filed as inhibitors. Q9Y253. recombinant Pol eta, fluorescent DNA replication assay; note: % is set by controls: 0 for no effect and ±100 for the full control effect
Target sequence (Q9Y253 whole entry, looked up): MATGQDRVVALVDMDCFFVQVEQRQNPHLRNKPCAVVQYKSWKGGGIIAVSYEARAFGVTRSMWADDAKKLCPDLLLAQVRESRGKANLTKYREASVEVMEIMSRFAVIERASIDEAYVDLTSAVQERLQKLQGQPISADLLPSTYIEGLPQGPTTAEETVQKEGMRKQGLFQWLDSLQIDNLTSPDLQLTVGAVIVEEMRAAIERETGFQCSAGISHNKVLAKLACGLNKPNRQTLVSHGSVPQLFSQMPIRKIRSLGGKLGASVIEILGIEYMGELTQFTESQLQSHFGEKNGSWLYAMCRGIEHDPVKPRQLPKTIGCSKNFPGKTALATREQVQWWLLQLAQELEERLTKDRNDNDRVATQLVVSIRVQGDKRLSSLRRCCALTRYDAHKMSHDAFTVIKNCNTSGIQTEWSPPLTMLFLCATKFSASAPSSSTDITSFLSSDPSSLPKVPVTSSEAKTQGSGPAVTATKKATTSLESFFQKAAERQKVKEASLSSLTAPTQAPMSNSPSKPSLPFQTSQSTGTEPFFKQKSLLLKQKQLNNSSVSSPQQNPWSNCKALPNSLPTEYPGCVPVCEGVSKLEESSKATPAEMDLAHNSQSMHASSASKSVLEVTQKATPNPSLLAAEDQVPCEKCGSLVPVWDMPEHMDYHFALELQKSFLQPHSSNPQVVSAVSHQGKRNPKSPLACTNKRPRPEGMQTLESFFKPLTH
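Fluorescent replication assay: 50 nM final substrate added after a 15 min room-temperature compound preincubation with 10 nM enzyme. Signal taken at 0 min and again at 10 min.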
G9a block: blocks human histone lysine methyltransferase G9a. Q96KQ7. G9a H3K9 monomethylation, AlphaScreen, 2 h. Potency, µM (top dose mostly 102 µM), for inactives: top-dose activity, negative = inhibition, usual class: inhibitors. 8.8% of 350,000 active; note: % is set by controls: 0 for no effect and ±100 for the full control effect; nearly all actives have a fitted effect of over 75% in size
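G9a (20 nM) was preincubated 15 min with compound, then reacted 2 h at room temperature with 500 nM biotin-H3K9 peptide and 20 µM SAM. Monomethyl-H3K9 detected by AlphaScreen using anti-H3K9me1 antibody.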
BAZ2B inh: inhibitors of human BAZ2B bromodomain; 4.4% of 360,000 active; Potency, µM (highest dose often 114 µM), inactives show at the top dose activity change, negative = inhibition, actives largely listed as inhibitors; Q9UIF8; AlphaScreen BAZ2B-H3K14Ac peptide displacement; note: % is set by controls: 0 for no effect and ±100 for the full control effect; nearly all actives have a fitted effect of over 60% in size
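AlphaScreen luminescence quantifies BAZ2B engagement of H3K14Ac peptide; the protein and biotinylated peptide are both at 50 nM final, buffer PBS pH 7.4 with 0.01% Tween-20, all steps at room temperature.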
BLM helicase inh: inhibitors of human Bloom syndrome helicase BLM; recombinant BLM DNA unwinding, fluorescence dequenching; Potency, µM (series often up to 56.1 µM), inactives show at the top dose activity change, negative = inhibition, actives largely listed as inhibitors; 0.2% of 350,000 active; AID 2528;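 note: plate controls were vehicle for no effect and no enzyme for full effect; nearly all actives have a fitted effect of over 35% in size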
POLI inh: DNA polymerase iota (human) inhibition. Pol iota fluorescent replication assay, 10 min. Potency, µM (doses to about 115 µM), for inactives: at the highest dose activity, negative = inhibition, actives largely listed as inhibitors. 1% of 390,000 active. AID 588590
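Fluorescent replication assay read twice, at 0 min and 10 min after adding 50 nM (final) substrate. Enzyme (10 nM) and compounds were first incubated 15 min at room temperature; enzyme-free buffer wells were negative controls.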
Pol beta inh: inhibitors of human DNA polymerase beta. P06746. Pol beta primer extension/strand displacement, fluorescence kinetic. Potency, µM (top dose mostly 114 µM), inactives show top-dose activity change, negative = inhibition, actives largely listed as inhibitors. 1.3% of 340,000 active; note: % is set by controls: 0 for no effect and ±100 for the full control effect
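Kinetic readout of DNA synthesis with strand displacement by Pol beta. Compound and 10 nM enzyme sit 15 min at room temperature; 50 nM substrate starts the reaction, read immediately and at 10 min.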
JMJD2A Tudor inh: blocks the human JMJD2A Tudor domain; 4.4% of 390,000 active; Potency, µM (titrated, usually from 114 µM), without a hit: at the top dose activity change, negative = inhibition, actives largely listed as inhibitors; AlphaScreen JMJD2A-Tudor / H3K4me3 peptide binding; AID 504339; note: % is set by controls: 0 for no effect and ±100 for the full control effect; nearly all actives have a fitted effect of over 50% in size
APE1 inh: blocks human APE1 abasic DNA cleavage | P27695 | recombinant APE1, TAMRA/BHQ-2 abasic DNA cleavage fluorescence | Potency, µM (top dose mostly 65.8 µM), for the others: top-dose activity change, negative = inhibition, usual class: inhibitors | 0.35% of 350,000 active | AID 2517;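 note: plate controls were vehicle for no effect and reference inhibitor for full effect; nearly all actives have a fitted effect of over 55% in size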
Target sequence (P27695 whole entry, looked up): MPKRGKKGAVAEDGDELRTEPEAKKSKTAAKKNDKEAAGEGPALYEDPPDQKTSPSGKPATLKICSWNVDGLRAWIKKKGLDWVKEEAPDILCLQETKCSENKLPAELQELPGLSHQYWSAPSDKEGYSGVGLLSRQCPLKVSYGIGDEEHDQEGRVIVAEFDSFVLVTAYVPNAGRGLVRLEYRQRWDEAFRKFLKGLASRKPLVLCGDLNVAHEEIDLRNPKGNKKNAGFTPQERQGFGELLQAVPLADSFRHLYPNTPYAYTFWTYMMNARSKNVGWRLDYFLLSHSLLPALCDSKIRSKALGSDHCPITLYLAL
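Compound pre-exposure to 0.75 nM APE1, 15 min at ambient temperature. Reaction initiated with 50 nM TAMRA/BHQ-2 THF substrate, read immediately in kinetic mode, 525 nm excitation, 598 nm emission.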
POLK inh: DNA polymerase kappa (human) inhibition | Q9UBT6 | Potency, µM (titrated, usually from 107 µM), without a hit: top-dose activity, negative = inhibition, hits mostly inhibitors | 0.53% of 400,000 active | purified Pol kappa, fluorescent DNA synthesis assay, 10 min | AID 588579; note: % is set by controls: 0 for no effect and ±100 for the full control effect
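Readout: fluorescence, taken kinetically at 0 and 10 min. Conditions: 10 nM Pol kappa, 15 min RT compound preincubation, 50 nM substrate final. Controls: enzyme-free buffer wells.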
The depositor's hits bear a star; ? = inconclusive; nt = not tested or not shown; & = joins results of further samples; [ ] = remark or other dose. Calls come from the whole dose curve; as a rule, active = well fitted curve in the direction sought with a large enough effect; inconclusive = small, poorly fitted or top-dose-only effect, or another doubt; inactive = no such curve, though single readings can be large; an effect the other way counts as inactive or inconclusive. Potency is the fitted concentration of half-maximal effect. Some of the compounds tested (hit frequency here may not be typical).

mol,APE1 inh,Pol eta inh,POLI inh,BAZ2B inh,POLK inh,BLM helicase inh,G9a block,JMJD2A Tudor inh,Pol beta inh
Cn1c(=O)n(CCC(=O)O)c2ccccc21,19%,1%,3%,-6%,-27%,-1%,-29%[0.0925 µM],-5%,35%
Cc1cc(C(=O)N2CCCC(N3CCN(c4cccc(Cl)c4)CC3)C2)nn1C (stereo not given),49%[activator],-17%,7%,14%,-5%,-3%,0%,-10%,12%
O=Cc1ccc(-n2nncc2-c2ccc([N+](=O)[O-])cc2)cc1,11%,1%,46%[activator],-27%,-6%,1%,8%[12.7 µM],-17%,4%
COc1ccc2cnn(CCOc3ccccc3)c(=O)c2c1OC,4%,-3%,10%,3%,-15%,-2%,6%[59 µM],-11%,9%
COc1ccc(CC(=O)Nc2ccc(-c3noc(-c4cc(OC)c(OC)c(OC)c4)n3)cc2)cc1,-1%,?,18%,-1%,-4%,-12%,-16%[59 µM],-25%,-3%
O=C(O)CC1=C(Nc2ccccc2)C(=O)N(c2ccccc2)C1c1ccc(Cl)cc1 (stereo not given),-1%,-7%,-16%,-14%,5%,-3%,?,-8%,2%
COCCn1nnnc1C(C(C)C)N1CCN(C(=O)c2ccco2)CC1 (stereo not given),1%,-11%,-7%,-1%,-10%,-1%,-3%[12.7 µM],45µM*,-4%
COC(=O)C1C(=O)C(C(=O)c2ccccc2)C(=O)CC1(C)C (stereo not given),16%,-11%,8%,?,7%,-1%,-46%,-9%,10%
CC(NC(=O)C[n+]1cccc(Br)c1)c1ccccc1 (stereo not given),9%,-5%,-20%,5%,0%,-2%,18%[2.33 µM],-4%,-2%
O=C(COc1ccc2c(c1)oc(=O)c1ccccc12)NCC1CCC(C(=O)O)CC1 (stereo not given),-12%,-3%,?,-6%,-9%,-1%,-5%[12.7 µM],-14%,-2%
COc1cc(/C=C(\C#N)c2nc3ccccc3[nH]2)cc(Br)c1OCc1ccc(F)cc1,-8%,9%,6%,-5%,-17%,-10%,16%[2.33 µM],7%,35%
Cc1nc(CC(=O)c2ccc(O)cc2O)cs1,2%,-12%,6%,-2%,-1%,2%,?,4%,?
Cn1cc(S(=O)(=O)N2CCNCC2)cc1C(N)=O,45%[activator],-12%,8%,nt,-21%,nt,nt,12%,nt
C=CCN(c1ccccc1C(=O)NCC(=O)O)S(=O)(=O)c1ccccc1C,3%,-18%,155%[activator],-1%,-4%,-3%,-5%,-4%,-10%
COc1ccc2c(C(=O)CN(C)C3CCCCC3)c[nH]c2c1,7%,-16%,2%,1%,3%,-1%,?,-10%,-1%
CCc1[nH]nc(C(=O)N2CCCC(C(=O)c3cccc(C(F)(F)F)c3)C2)c1C (stereo not given),72%[activator],-14%,6%,-27%,8%,-1%,56%[activator],-1%,-1%
Cc1cccc(C(=O)Nc2nc3nc(-c4ccccc4)cc(=O)n3[nH]2)c1,nt,1%,0%,?,-9%,1%,2%[59 µM],-22%,-24%
Cc1ccccc1CN1CCc2c(OCC(=O)N3CCCCC3)cccc2C1=O,?,-4%,136%[activator],-34%,-14%,3%,-22%,?,-10%
CC(=O)c1cccc(NC(=S)NC(=O)c2ccccc2C)c1,5%,-13%,185%[activator],-23%,-3%,-9%,-43%,-6%,0%
NC(=O)C1(N2CCCCC2)CCN(C(=O)CCCn2c(=O)[nH]c3ccsc3c2=O)CC1,-3%,-3%,-7%,-4%,?,1%,?,-17%,15%
O=S(=O)(Nc1ccc(-c2nc3cccnc3s2)cc1)c1ccc(Cl)s1,-11%,?,2%,-3%,-6%,-9%,7%[59 µM],3%,-25%
Cn1cccc1C(=O)OCC(=O)Nc1ccc2c(c1)OCCO2,27%,-19%,74%[activator],nt,-3%,nt,nt,-10%,nt
COc1ccccc1CNS(=O)(=O)c1ccc2c(c1)NC(=O)C(C)S2 (stereo not given),6%,-16%,27%,-16%,9%,-5%,8%,-5%,12%
CC(C1CC1)N(C(=O)c1ccccc1[N+](=O)[O-])c1ccccc1 (stereo not given),-3%,-12%,-4%,-20%,1%,-2%,-8%,-24%,7%
O=C(Nc1cc(Cl)cc(Cl)c1)c1cccc(OC(F)F)c1,11%,-19%,-1%,-1%,-15%,-12%,27%,24%,6%
CCNC(=O)NC(=O)C(C)OC(=O)C1CCN(S(=O)(=O)c2ccccc2C(=O)OC)CC1 (stereo not given),1%,-1%,20%,-2%,-1%,-9%,1%,3%,-5%
Cc1sc2ncn(CC(=O)Nc3ccc(F)cc3F)c(=O)c2c1S(=O)(=O)N1CCC(C)CC1,nt,-7%,?,4%,-17%,-2%,1%[59 µM],-12%,1%
O=C(CN(Cc1ccccc1Cl)C(=O)c1ccc(CN2CCOCC2)o1)NCc1ccccc1,12%,-13%,15%,7%,-5%,-2%,-5%[59 µM],-10%,19%
Cc1cccc(C(=O)N2c3ccccc3C(=O)OC2c2ccc3c(c2)OCO3)c1 (stereo not given),0%,-22%,-14%,13%[57.1 µM],-2%,-13%,12%[12.7 µM],-10%,-5%
CCc1ccccc1NC(=O)COc1ccc2c(=O)c(Oc3cc(C)ccc3C)coc2c1,19%,-20%,-2%,4%,-1%,-14%,-19%,-15%,21%

Two of the compounds above, as labelled records.
> Cc1cc(C(=O)N2CCCC(N3CCN(c4cccc(Cl)c4)CC3)C2)nn1C (stereo not given)
  APE1 inh: 49%[activator]	Pol eta inh: -17%	POLI inh: 7%	BAZ2B inh: 14%	POLK inh: -5%	BLM helicase inh: -3%	G9a block: 0%	JMJD2A Tudor inh: -10%	Pol beta inh: 12%

> O=S(=O)(Nc1ccc(-c2nc3cccnc3s2)cc1)c1ccc(Cl)s1
  APE1 inh: -11%	Pol eta inh: ?	POLI inh: 2%	BAZ2B inh: -3%	POLK inh: -6%	BLM helicase inh: -9%	G9a block: 7%[59 µM]	JMJD2A Tudor inh: 3%	Pol beta inh: -25%

Next compounds:
mol,APE1 inh,Pol eta inh,POLI inh,BAZ2B inh,POLK inh,BLM helicase inh,G9a block,JMJD2A Tudor inh,Pol beta inh
CC(C)C(NC(=O)c1c(F)cccc1F)C(=O)OCN1C(=O)c2ccccc2C1=O (stereo not given),26%,-20%,14%,8%,-6%,nt,-4%[12.7 µM],-2%,nt
O=C(Nc1cccc2c1N(C(=O)c1ccco1)CCC2)c1ccco1,47%[activator],-1%,3%,-3%,3%,-1%,18%,2%,36%
Cc1ccc2nc(NCc3ccccc3)[nH]c2c1,-5%,-19%,-5%,-2%,-5%,0%,-14%,14%[57.1 µM],7%
COC(=O)c1ccccc1NC(=O)c1c(C)oc2ncn(C)c(=O)c12,nt,-11%,30%,-7%,-7%,-2%,-6%[59 µM],-13%,36%[activator]
N#CC1=C(N)NC(SCC(=O)Nc2ccccc2)=C(C#N)C12CCCC2,-2%,-2%,8%,7%,-5%,-3%,23%[59 µM],-27%,7%
CCOc1ccccc1NC(=O)CCCNC(=O)c1ccc(Cl)cc1,31%,-28%,163%[activator],2%,-6%,0%,26%,7%,17%
C#CCOCCOCCOCCNc1nc(N2CCN(C(=O)CCCCCCCCCCNC(=O)[C@@H](CCSC)n3cc(CCO)nn3)CC2)nc(N2CCN(C(=O)CCCCCCCCCCNC(=O)[C@H](CO)n3cc(CCCCCN)nn3)CC2)n1,?,?,-13%,?,1%,nt,-11%[2.33 µM],79µM*,nt
COc1ccc(/C=C(/NC(=O)c2ccco2)C(=O)N2CCOCC2)cc1,78%[activator],-10%,13%,-20%,10%,2%,5%,-1%,3%
Cc1onc(-c2c(Cl)cccc2Cl)c1NC(=O)NNc1ccccn1,-3%,-10%,12%,0%,2%,-2%,3%,5%,-1%
CCC1CCCCN1S(=O)(=O)c1ccccc1 (stereo not given),-10%,-8%,14%,6%,-14%,-4%,nt,-7%,21%
C=C(CCO)C1=CCN(S(=O)(=O)C(C)(C)C)[C@@H]1CCO,nt,-17%,15%,nt,9%,nt,nt,1%,nt
O=C(c1ccc(-n2c(SCc3cc(F)ccc3F)nc3ccccc3c2=O)cc1)N1CCOCC1,0%,2%,7%,-31%,3%,-1%,-47%,-5%,5%
CCOc1ccccc1C1CC(=O)Nc2cc3c(cc21)OCO3 (stereo not given),11%,6%,13%,?,-10%,-3%,?,9%,20%
CCCCC(CC)COC(=O)C(C#N)=C(c1ccccc1)c1ccccc1 (stereo not given),-1%&-5%&-2%,-17%,32%[activator],2%,?,-2%,-10%[0.501 µM],33%,nt
COc1cc(C2C(C(=O)Nc3ccc(C)cc3C)=C(C)Nc3nc4ccccc4n32)cc(OC)c1OC (stereo not given),nt,2%,-10%,1%,4%,-7%,?,-9%,1%
CN(C)S(=O)(=O)Oc1ccc(C(=O)Nc2ccc([N+](=O)[O-])cc2)cc1,-8%,1%,14%,-2%,6%,-5%,3%,0%,5%
COCCNC(=O)CN(C(=O)c1ccc(N2CCCC2)nc1)c1ccccc1,-4%,-3%,-14%,-1%,0%,-3%,-7%,-8%,37%
CCOC(=O)c1cnc2cc(C)nn2c1C,1%,-18%,-3%,6%,5%,-1%,21%[59 µM],3%,1%
O=C(CCN1C(=O)/C(=C/c2ccco2)SC1=S)Nc1ccc(C(=O)O)c(O)c1,21µM*,4.5µM*,4µM*,45µM*,20µM*,-8%,22µM*,50µM*,?
CCCC(=O)c1ccc(N2CCCC2)c(F)c1,2%,2%,8%,48%[activator],-4%,-6%,8%[59 µM],39%[activator],-1%
CN(C)C(=O)c1ccc2c(c1)C1C3CCC(C3)C1C(c1ccccc1)N2 (stereo not given),2%,-18%,1%,?,-9%,-3%,?,?,?

Part of the list above in order of formula weight, smallest number first:
mol,APE1 inh,Pol eta inh,POLI inh,BAZ2B inh,POLK inh,BLM helicase inh,G9a block,JMJD2A Tudor inh,Pol beta inh
Cc1ccc2nc(NCc3ccccc3)[nH]c2c1,-5%,-19%,-5%,-2%,-5%,0%,-14%,14%[57.1 µM],7%
CCOc1ccccc1C1CC(=O)Nc2cc3c(cc21)OCO3 (stereo not given),11%,6%,13%,?,-10%,-3%,?,9%,20%
COC(=O)c1ccccc1NC(=O)c1c(C)oc2ncn(C)c(=O)c12,nt,-11%,30%,-7%,-7%,-2%,-6%[59 µM],-13%,36%[activator]
